ARNT-TACC3 inh: ARNT/TACC3 interaction disruption; Q9Y6A5; AlphaScreen His-ARNT PAS-B/GST-TACC3 binding, luminescence; TACC3 fragment carries E629A point mutation; inhibition, % at 9.99 µM; 0.66% of 390,000 active; AID 623870;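 active means mean inhibition of replicates at least 50% and at least half of replicates each reaching 50%; inconclusive means half or more replicates reach 50% but mean below 50%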;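 further: 0% = complete ARNT plus TACC3 wells and 100% = ARNT alone without TACC3; many hits fall short of the cut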
esBAF inh: blocks esBAF chromatin remodeling in mouse ES cells | Bmi1-luciferase knock-in reporter, 24 h; 100% = twice the neutral-well signal | reporter increase, % at 12.5 µM | 2% of 350,000 active | AID 602393; in the data active means activation above about 40%; inconclusive means no clear call, values can overlap the other calls;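 further: 0% = median of the plate's neutral control wells and 100% = double that signal; a rise in the Bmi1 reporter signal indicates esBAF inhibition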
Cneo AK release: causes C. neoformans cell lysis; AID 651654; adenylate kinase release luminescence, 4 h; normalised: neutral wells 0, clomiphene wells 100; 0.2% of 360,000 active; lysis activity, % at 15 µM;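 active means mean lysis activity across replicates of at least 80%, whatever share of replicates individually reach that level; inactive means mean lysis activity below 80%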
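Schedule: static 4 h at 37 °C with compound, 1 h detection; system: C. neoformans cells; benchmarks: Clomiphene as positive control; buffer or medium: fresh YPD medium; measure: luminescence rise reflecting yeast cell lysis; measured by: luminescent adenylate kinase detection reagent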
miR-122 sensor: inhibitors of miR-122 in Huh7 cells; Huh7 miR-122 Renilla luciferase sensor, 48 h; neutral wells = 0, positive control = 100; activation (reporter increase), % at 12.5 µM; 0.3% of 340,000 active;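 active means mean replicate activation score at least 90 and every replicate individually at or above 90; inconclusive means only one of the two criteria met; inactive means neither criterion met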;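 further: higher luciferase means less miR-122 activity so hits act as miR-122 inhibitors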
SIRT5 block: blocks human SIRT5 desuccinylation of peptide. Q9NXA8. Purified SirT5, succinyl-peptide AMC, trypsin-coupled fluorescence. inhibition, % at 15 µM. 1.1% of 330,000 active. AID 652115; in the data active means inhibition above about 15%; inconclusive means no clear call, values can overlap the other calls
Target sequence (Q9NXA8 whole entry, looked up): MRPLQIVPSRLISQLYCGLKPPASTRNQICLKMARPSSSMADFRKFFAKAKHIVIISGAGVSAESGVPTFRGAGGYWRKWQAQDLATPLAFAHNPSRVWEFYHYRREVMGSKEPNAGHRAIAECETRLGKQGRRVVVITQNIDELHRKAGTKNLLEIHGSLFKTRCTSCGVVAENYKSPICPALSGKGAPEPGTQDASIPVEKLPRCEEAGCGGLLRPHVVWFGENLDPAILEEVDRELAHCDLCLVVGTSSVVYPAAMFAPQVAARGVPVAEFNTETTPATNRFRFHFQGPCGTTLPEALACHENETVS
ERp5 block: ERp5 (human) disulfide isomerase inhibition; 0.05% of 350,000 active; AID 651711; Q15084; ERp5 insulin aggregation, absorbance 650 nm, 90 min; inhibition, % at 9.99 µM;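 active means mean replicate inhibition above about 25%, with every replicate also reaching it, limit read from the data, passing the limit was not always enough; inconclusive means only one of those two criteria met; inactive means neither criterion met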
Target sequence (Q15084 whole entry, looked up): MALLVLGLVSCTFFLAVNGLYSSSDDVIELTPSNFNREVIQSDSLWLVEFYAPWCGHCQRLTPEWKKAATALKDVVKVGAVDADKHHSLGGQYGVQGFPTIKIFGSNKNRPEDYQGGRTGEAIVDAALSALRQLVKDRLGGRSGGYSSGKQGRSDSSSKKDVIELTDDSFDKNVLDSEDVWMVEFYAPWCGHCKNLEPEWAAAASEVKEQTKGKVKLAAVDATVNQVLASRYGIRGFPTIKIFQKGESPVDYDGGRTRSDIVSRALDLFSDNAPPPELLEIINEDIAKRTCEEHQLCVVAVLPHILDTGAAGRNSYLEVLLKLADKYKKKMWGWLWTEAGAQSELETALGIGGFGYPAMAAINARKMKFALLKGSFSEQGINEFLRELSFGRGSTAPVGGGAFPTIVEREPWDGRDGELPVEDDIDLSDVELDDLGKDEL
Statin myotox sup: suppression of simvastatin myotoxicity; C2C12 myotubes + simvastatin, ATP luminescence, 48 h; scaled: DMSO 0, geranylgeraniol control 100; 0.78% of 330,000 active; rescue of ATP level, % at 7.49 µM;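 active means mean ATP rescue above about 67%, or every replicate alone reaching that limit, limit read from the data, passing the limit was not always enough; inconclusive means no clear call, values can overlap the other calls; inactive means mean under the limit and some replicate under it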;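 further: myotubes were challenged with 10 µM simvastatin during compound exposure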
The depositor's hits bear a star; ? = inconclusive; · = not tested or not shown; [ ] = remark or other dose.

SMILES	ARNT-TACC3 inh	esBAF inh	Cneo AK release	miR-122 sensor	SIRT5 block	ERp5 block	Statin myotox sup
CO[C@@H](CN(C)C(=O)C1CCOCC1)[C@@H](C)CN([C@@H](C)CO)S(=O)(=O)c1ccccc1	-3	-5	-5	·	2	0	2
COC(=O)c1cccc(CSc2nnc(-c3ccco3)n2-c2ccccc2)c1	-1	·	-1	-1	·	·	·
N#Cc1ccc(S(=O)(=O)N2CCN(C(=O)C3CC(=O)N(c4ccc5c(c4)OCCO5)C3)CC2)cc1 (configuration not stated)	-6	-7	-1	0	11	4	-6
CCC(C(=O)Nc1ncn[nH]1)(C(F)(F)F)C(F)(F)F	11*	-1	-1	-13	·	·	-2
Cn1c(=O)[nH]c2c(c(C(=O)O)nn2C)c1=O	2	-3	-5	·	·	6	2
CSCCC(NC(N)=O)C(=O)NCc1ccccc1Cl (configuration not stated)	-2	5	-1	-6	-5	-8	-5
CC(C)[C@H](NC(=O)c1ccc(F)cc1)C(=O)OCC(=O)NC(=O)c1cccn1C	-5	3	0	-15	-1	4	-1
CC(=O)c1c(N2CCOCC2)nc(=O)n(-c2ccccc2)c1C	-5	-7	1	3	-1	-2	8
N#Cc1ccc(/C=N/N=C(N)N)cc1	-4	·	1	-3	·	·	·
Cc1ccc(C)c(S(=O)(=O)N2CCN(Cc3cc4c(cc3O)OCO4)CC2)c1	·	-1	·	·	8	5	-10
N#Cc1ccccc1COC(=O)c1cc(=O)c2ccccc2o1	·	4	0	·	-2	7	1
O=C(Nc1ccc(Cl)c(Cl)c1)Nc1ccccc1O	-1	74*	-12	2	-2	2	-8
CC(=O)Nc1ccc(NC(=O)c2cc(S(=O)(=O)N3CCCCC3)ccc2C)cc1	·	-4	0	-6	-8	1	1
C[C@H](CO)N1C[C@H](C)[C@H](CN(C)CC2CCCCC2)Oc2c(NS(=O)(=O)c3ccccc3)cccc2C1=O	17	-9	0	11[16.7 µM]	1	2	7
O=C(NCCc1ccccc1)c1ccc2c(c1)OCCCO2	·	-82	-9	-2	-3	4	-13
CC1Sc2ccc(C(=O)N(CCc3ccccc3)Cc3ccccc3)cc2NC1=O (configuration not stated)	·	10	15	45	-1	4	12
CCCCN1CC(COCc2ccccc2)Oc2cccc(Oc3ccc(F)cc3)c2S1(=O)=O (configuration not stated)	0	8	5	24	·	9	-8
CCOc1ccc(CN2C(=O)c3ccccc3Sc3ccc(C(=O)NCCCN4CCOCC4)cc32)cc1	-7	-9	1	-6	-2	1	-11
CC1=C(C(=O)NCc2ccccc2)C(c2ccc(C)o2)n2ncnc2N1 (configuration not stated)	-2	2	-6	0	·	·	-6
O=S1(=O)CCN(Cc2cccnc2)CC1	·	-5	1	·	·	10	4
Cc1ccc(S(=O)(=O)N2CCC(C(=O)NC3CC3)CC2)cc1	·	-6	0	·	-1	2	10
CSc1ccc(CN2CCC2(C)C(=O)Nc2cccc(NS(C)(=O)=O)c2)cc1 (configuration not stated)	·	8	-1	-3	·	-2	-10
O=C(COC(=O)CCCN1C(=O)c2ccccc2C1=O)Nc1cc(Cl)cc(Cl)c1	-2	·	0	-10	·	·	·
COc1cc2c(cc1NC(=O)Nc1cccc(C)c1)oc1ccccc12	-2	6	-2	-6	·	·	-57
Cc1ccc(C)c(S(=O)(=O)N2CCN(C(=O)C(C)Sc3ccccc3)CC2)c1 (configuration not stated)	-1	-16	-6	-13	-3	5	-1
CC(C)(C)c1ccc(-n2ncc3c2CCCC3NC(=O)CCCn2cncn2)cc1 (configuration not stated)	-2	1	6	3	-4	0	-24
COC(=O)c1ccc(C(NC(=O)c2cccnc2)NC(=O)c2cccnc2)cc1	18	·	·	·	4	3	·
CCOC(=O)c1sc(NC(=O)CSc2n[nH]c(CC(C)C)n2)nc1C	0	·	·	·	-2	-3	·
CN(C(=O)CSc1nnc(-c2ccc(F)cc2)n1C)C1CCS(=O)(=O)C1 (configuration not stated)	0	-2	0	·	-7	5	-3
O=C(C[C@@H]1CC[C@@H]2[C@H](COC[C@@H](O)CN2C(=O)c2ccccn2)O1)N1CCN(c2ccccc2)CC1	0	4	3	-6[16.7 µM]	1	5	-5
O=C(N[C@@H]1CC[C@@H](CCNS(=O)(=O)c2ccc(F)cc2)O[C@H]1CO)c1cccc(F)c1	-6	-3	0	·	-6	3	0
CN(CC(=O)Nc1ccc(F)cc1)C(=O)COC(=O)c1ccc(-c2ccccc2)cc1	-5	·	1	-2	7	-2	8
COc1ccc(C(CNC(=O)c2oc3cc(C)c(C)cc3c2C)N2CCCCC2)cc1 (configuration not stated)	-10	-11	-1	-8	3	0	29
CCNC(=O)C[C@@H]1CC[C@H]2[C@H](COc3ccc(NS(C)(=O)=O)cc3C(=O)N2C)O1	6	-5	1	-8[16.7 µM]	-5	-8	-29
CN1CCN(C(=O)c2ccc(S(=O)(=O)Nc3ccccc3)cc2)CC1	·	-4	5	·	-1	1	4
CN(C)c1nc(OCCNC(=O)Nc2ccccc2)nc(N2CCOCC2)n1	-2	5	1	-4	·	·	-23
Cc1ccc(Nc2ccc3nonc3c2[N+](=O)[O-])cc1	2	·	·	·	-6	-4	·
NC(=O)c1ccsc1NC(=O)COC(=O)CCCOc1ccccc1	-6	-1	-6	-1	2	0	1
O=C(/C=C/c1ccc(-c2ccc(F)cc2)o1)N1CCCC1	5	·	·	0	21*	2	·
NS(=O)(=O)c1ccc(CCNc2ccc(C(F)(F)F)cn2)cc1	10	-1	-1	-3	·	0	-19
CCN1CCN(CC(=O)N2N=CCC2c2ccccc2)CC1 (configuration not stated)	-2	2	2	·	-4	·	-8
COc1cccc(CNC(=O)CCc2ccc(OC)c(OC)c2)c1	-7	4	-1	4	-2	0	2
Cc1cc(C)c(C)c(S(=O)(=O)NCC(=O)Nc2sc3c(c2C(N)=O)CCCC3)c1C	-8	-9	0	6	·	·	-11
O=C(CN1CCOCC1)NN1CC(=O)N(c2ccc(Cl)cc2)CC1=O	0	·	·	·	-3	3	·
CN1OC[C@@H]2CN(C(=O)c3ccco3)[C@H](c3ccc(-c4ccc(C#N)cc4)cc3)C[C@@H]21	·	1	·	-3	-1	0	10
O=C(NC1CCCC1)C(c1ccncc1)N(C(=O)c1csnn1)c1cccc(F)c1 (configuration not stated)	10	4	1	-1	-2	4	-2
C/C=C/c1ccc2c(c1)O[C@@H](CN(C)S(=O)(=O)c1ccccc1)[C@@H](C)CN([C@@H](C)CO)S2(=O)=O	34	0	0	48[16.7 µM]	7	-6	18
O=C(CN(Cc1ccco1)S(=O)(=O)c1cccs1)Nc1ccccc1C(F)(F)F	-16	3	-15	-1	·	·	-2
C[C@@H](NC(=O)C[C@@H]1CC[C@H]2[C@@H](COC[C@H](O)CN2C(=O)Nc2cccc(F)c2)O1)c1ccccc1	6	14	-2	1[16.7 µM]	-2	0	14
COc1ccc(NC(=O)Nc2ccc3c(c2)CC(=O)N([C@@H](C)CO)C[C@@H](C)[C@@H](CN(C)S(=O)(=O)c2ccccc2)O3)cc1	·	0	·	-8[16.7 µM]	2	1	-15
Next part
SMILES	ARNT-TACC3 inh	esBAF inh	Cneo AK release	miR-122 sensor	SIRT5 block	ERp5 block	Statin myotox sup
O=C(NCCCN1CCCCCC1)C1CC(=O)N(CCc2ccccc2)C1 (configuration not stated)	·	1	2	6	·	·	-2
O=c1[nH]cnc2c1nnn2C1OC(CO)C(O)C1O (configuration not stated)	·	71*	-1	1	·	0	31
COc1ccc(CCNC(=O)COC(=O)c2sc(C)nc2C)cc1	-5	-7	2	-4	-3	3	-7
C[C@@H]1CCCCO[C@@H](CN(C)S(=O)(=O)c2ccc(F)cc2)[C@H](C)CN([C@@H](C)CO)C(=O)c2cc(N(C)C)ccc2O1	9	11	-5	-2[16.7 µM]	4	5	18
O=C(CSc1ccccc1)Nc1ccccc1C(=O)O	-3	20	0	-8	·	·	10
C=C1C(=O)O[C@H]2[C@H]1[C@@H](O)CC(=C)[C@@H]1CC(=O)[C@@H](C)[C@H]21	7	-23	-3	-22	·	·	6
O=C1c2ccccc2C2(c3ccccc3)N1CCN2C(=O)C(Cl)(Cl)Cl (configuration not stated)	-12	-2	6	11	-5	-1	?
OC(C#Cc1ccccc1)(c1ccccc1)c1ccccc1	-5	·	-7	3	-3	4	19
Cc1nnc(SCc2cccs2)[nH]c1=O	-4	2	2	-4	·	·	·
C[C@@H]1CN([C@@H](C)CO)C(=O)c2cc(NC(=O)Nc3cccc4ccccc34)ccc2O[C@@H]1CN(C)Cc1ccc(C(=O)Nc2ccccc2N)cc1	-11	-16	0	28[16.7 µM]	3	-5	137*
COc1ccc(S(=O)(=O)Nc2ccc3c(c2)CC(=O)N([C@@H](C)CO)C[C@H](C)[C@H](CN(C)Cc2ccccc2)O3)cc1	7	3	-6	-2[16.7 µM]	4	4	54
O=C(Nc1ccc(F)c([N+](=O)[O-])c1)C1CC(=O)N(Cc2ccccc2)C1 (configuration not stated)	-1	·	·	·	0	1	·
COc1ccc(-c2c(C)cc3oc(=O)cc(-c4ccccc4)c3c2C)cc1F	-2	-1	3	-3	-1	-3	-2
Cc1sc2nc(CSCC(=O)Nc3ccc(C(=O)N(C)C)cc3)[nH]c(=O)c2c1C	8	-2	2	·	-1	1	-8
CC1CCCCC1NC(=O)COC(=O)c1ccccc1NC(=O)c1ccco1 (configuration not stated)	-11	1	2	-1	·	·	·
N/C(=N\OC(=O)COc1ccc(Br)cc1Cl)c1ccncc1	2	·	·	·	-12	-6	·
CCCc1cc(=O)n2nc(N3CCC(C(=O)N4CCN(c5cccc(OC)c5)CC4)CC3)sc2n1	3	7	4	-4	4	-1	24
CCN(CC)S(=O)(=O)c1cccc(C(=O)Nc2nc3cc4c(cc3s2)OCCO4)c1	-10	20	-2	-2	-3	1	2
Cc1c(C(=O)N2CCN(c3ccc([N+](=O)[O-])cc3)CC2)oc2ccccc12	-3	-7	-1	-6	-9	4	-13
CCOc1ccc(CCNC(=O)CCNC(=O)c2ccc(Br)cc2)cc1OCC	-1	·	-11	·	-6	12	·
O=C(Nc1ccc(C(F)(F)F)cc1)N[C@H]1CC[C@H](CC(=O)N2CCCCC2)O[C@@H]1CO	12	5	-1	·	0	0	-4
O=c1cc(CSc2nnnn2-c2ccccc2)nc2sccn12	3	·	·	·	0	-9	·
CCCCn1c(CCCNC(=O)CC)nc2ccccc21	-7	0	3	·	-4	-9	6
O=C(OCc1ccc([N+](=O)[O-])cc1)c1cnc(Cl)c(Cl)c1	-4	-8	-3	-3	1	0	-1
CCOC(=O)c1[nH]c2ccccc2c1NC(=O)c1ccc2c(c1)OCO2	-1	0	-1	3	-3	2	3
CCOC(=O)c1cc2c(=O)n3ccccc3nc2n(CCCOC)c1=NC(=O)c1ccncc1	0	·	·	·	-13	3	·
O=C1c2ccccc2C(=O)N1CCc1csc(-c2cccc(Cl)c2)n1	-6	·	0	-14	·	·	·

Compound profiles (already shown). Order of values: ARNT-TACC3 inh	esBAF inh	Cneo AK release	miR-122 sensor	SIRT5 block	ERp5 block	Statin myotox sup
CCOC(=O)c1[nH]c2ccccc2c1NC(=O)c1ccc2c(c1)OCO2 reads -1	0	-1	3	-3	2	3
O=C(OCc1ccc([N+](=O)[O-])cc1)c1cnc(Cl)c(Cl)c1 reads -4	-8	-3	-3	1	0	-1

Quoted from the listing:
In ARNT-TACC3 inh, CCOC(=O)c1[nH]c2ccccc2c1NC(=O)c1ccc2c(c1)OCO2 reads -1
In ARNT-TACC3 inh, O=c1cc(CSc2nnnn2-c2ccccc2)nc2sccn12 reads 3
In miR-122 sensor, O=C1c2ccccc2C(=O)N1CCc1csc(-c2cccc(Cl)c2)n1 reads -14
In SIRT5 block, CCOC(=O)c1cc2c(=O)n3ccccc3nc2n(CCCOC)c1=NC(=O)c1ccncc1 reads -13
In ARNT-TACC3 inh, O=C(OCc1ccc([N+](=O)[O-])cc1)c1cnc(Cl)c(Cl)c1 reads -4
In Cneo AK release, O=C(Nc1ccc(C(F)(F)F)cc1)N[C@H]1CC[C@H](CC(=O)N2CCCCC2)O[C@@H]1CO reads -1

Screening data deposited in PubChem by Broad Institute.
